Screens from PubChem BioAssay.
EPAC1 ag: EPAC1 (human) agonism; O95398; EPAC1 agonist qHTS, biochemical assay; response scale: 100% = response to 6.5 mM cAMP; hit rate 0.073% among 360,000; Potency, µM (doses to about 154 µM), inactives show at the highest dose activation, most hits filed as activators; note: nearly all actives have a fitted effect of over 60% in size
Target sequence (O95398 whole entry, looked up): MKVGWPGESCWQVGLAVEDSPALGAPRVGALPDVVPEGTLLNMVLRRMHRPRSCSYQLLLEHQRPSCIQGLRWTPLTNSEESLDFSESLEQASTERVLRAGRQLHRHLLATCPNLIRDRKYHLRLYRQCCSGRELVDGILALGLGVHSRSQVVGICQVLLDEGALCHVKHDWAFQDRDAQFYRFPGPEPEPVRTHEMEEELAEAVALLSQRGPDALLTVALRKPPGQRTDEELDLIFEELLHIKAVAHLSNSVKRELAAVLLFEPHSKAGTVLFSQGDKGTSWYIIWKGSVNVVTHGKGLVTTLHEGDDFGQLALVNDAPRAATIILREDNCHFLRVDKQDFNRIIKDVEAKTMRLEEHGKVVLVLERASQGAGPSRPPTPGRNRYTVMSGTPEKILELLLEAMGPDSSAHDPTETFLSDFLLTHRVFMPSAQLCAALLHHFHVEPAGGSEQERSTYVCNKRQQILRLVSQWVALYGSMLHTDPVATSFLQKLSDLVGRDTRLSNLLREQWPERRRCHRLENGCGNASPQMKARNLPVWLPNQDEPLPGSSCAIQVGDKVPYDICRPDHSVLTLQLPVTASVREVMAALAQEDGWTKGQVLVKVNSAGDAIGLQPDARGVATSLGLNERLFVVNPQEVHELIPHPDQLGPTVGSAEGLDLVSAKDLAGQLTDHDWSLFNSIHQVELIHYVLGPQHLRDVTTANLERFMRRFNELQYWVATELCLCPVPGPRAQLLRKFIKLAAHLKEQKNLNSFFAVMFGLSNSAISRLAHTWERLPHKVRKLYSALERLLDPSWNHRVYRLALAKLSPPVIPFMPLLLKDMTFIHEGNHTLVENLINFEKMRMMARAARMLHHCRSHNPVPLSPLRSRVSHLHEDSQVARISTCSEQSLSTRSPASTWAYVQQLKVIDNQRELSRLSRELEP
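Multi-concentration qHTS readout: loss of Rap1B-bound BODIPY-GDP fluorescence driven by 100 nM EPAC1 with excess GDP (50 uM), monitored kinetically at room temperature; agonist response expressed relative to 6.5 mM cAMP.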
PTHR1 ag: PTHR1 (human) receptor agonism | AID 743266 | HEK293 GP2 PTHR1 cells, GloSensor cAMP luminescence, 1 h | Potency, µM (doses to about 115 µM), for inactives: at the top dose activation, hits mostly activators | hit rate 0.075% among 410,000; note: nearly all actives have a fitted effect of over 55% in size; some results filed as inactive show a strong effect at the top dose; inactives centre near -15; many of its hits are not listed in these tables
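HEK-293-derived GP2 cells expressing PTHR1 and a GloSensor cAMP reporter, 3,000/well, plated overnight, given luciferin plus IBMX (each 0.5 mM as added) for 1 h at 37 °C, then compound for 1 h at 37 °C. Luminescence was read after 15 min at room temperature.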
TDP-43 yeast inh: inhibitors of TDP-43 toxicity in yeast; TDP-43 expressing yeast growth rescue, BacTiter-Glo, 24 h; Potency, µM (series often up to 46.1 µM), inactives show at the highest dose growth rescue (activation), usual class: activators; hit rate 1.8% among 410,000; note: % of control where 0% means no effect; nearly all actives have a fitted effect of over 50% in size
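Yeast expressing TDP-43 (pregrown in raffinose, seeded at OD600=0.02 in galactose medium) exposed to compounds 24 hr at 30 deg C. Growth read by BacTiter-Glo luminescence; rescue of toxicity appears as increased signal.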
aSyn rescue: alpha-synuclein toxicity inhibition in yeast; Yeast expressing alpha-synuclein, growth rescue, BacTiter-Glo, 24 h; Potency, µM (doses to about 46.1 µM), for the others: at the top dose growth rescue (activation), actives largely listed as activators; hit rate 0.14% among 370,000; note: % of control where 0% means no effect; nearly all actives have a fitted effect of over 65% in size
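Rescue of yeast growth: cells expressing toxic alpha-synuclein, induced in galactose at OD600 0.02, incubated with compound 24 h at 30 C. ATP luminescence quantified growth; inhibitors of toxicity appear as activators.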
EPAC2 antagonist: EPAC2 (human) antagonism; EPAC2 GEF exchange of Rap1B-BODIPY-GDP, fluorescence; Potency, µM (doses to about 114 µM), without a hit: at the highest dose activity, negative = inhibition, hits mostly inhibitors; hit rate 0.18% among 360,000; AID 720708; note: % is set by controls: 0 for no effect and ±100 for the full control effect; nearly all actives have a fitted effect of over 45% in size; many of its hits are not listed in these tables
EPAC1 antag: antagonists of human EPAC1. hit rate 0.14% among 360,000. O95398. EPAC1 GEF assay, Rap1b-BODIPY-GDP exchange fluorescence. Potency, µM (top dose mostly 115 µM), without a hit: at the top dose activity change, negative = inhibition, actives largely listed as inhibitors;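 note: plate controls were vehicle for no effect and positive control for full effect; nearly all actives have a fitted effect of over 50% in size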
EPAC2 ag: activates human EPAC2 exchange factor | Potency, µM (top dose mostly 154 µM), for inactives: top-dose activation, usual class: activators | Q8WZA2 | AID 720711 | EPAC2 activation, biochemical qHTS; response scale: 100% = 6.5 mM cAMP response | hit rate 0.079% among 360,000; note: nearly all actives have a fitted effect of over 50% in size
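qHTS, titration series. 100 nM EPAC2 / 250 nM Rap1B-BODIPY-GDP / 50 uM GDP; RT; ex 480/em 540 nm, 5-min reads to 30 min. Norm. to 6.5 mM cAMP = activation.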
FUS yeast rescue: suppressors of FUS proteinopathy in yeast; S. cerevisiae FUS-expressing, growth rescue, OD600, 24 h; AID 1347120; Potency, µM (top dose mostly 76.6 µM), without a hit: top-dose growth rescue (activation), most hits filed as activators; hit rate 0.24% among 390,000;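 note: plate controls were DMSO vehicle for no effect and reference control for full effect; nearly all actives have a fitted effect of over 55% in size; some results filed as inactive show a strong effect at the top dose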
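Galactose (2%) drives FUS expression in yeast precultured in raffinose; seeding density OD 0.005. Test compounds incubated 24hr at 30C and 99% humidity before absorbance at 600 nm was measured.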
Starred values were filed as active, the others as inactive; i = inactive; u = inconclusive; x = no result given; & = joins results of further samples; [ ] = dose if it differs, or a comment. Calls come from the whole dose curve; as a rule, active = well fitted curve in the direction sought with a large enough effect; inconclusive = small, poorly fitted or top-dose-only effect, or another doubt; inactive = no such curve, though single readings can be large; an effect the other way counts as inactive or inconclusive. Potency is the fitted concentration of half-maximal effect. Some of the compounds tested, so the mix of outcomes need not match the whole.

SMILES | EPAC1 ag | PTHR1 ag | TDP-43 yeast inh | aSyn rescue | EPAC2 antagonist | EPAC1 antag | EPAC2 ag | FUS yeast rescue
COc1ccccc1N1CCN(C2CCCCC2NS(=O)(=O)c2ccc(Cl)cc2)CC1 (configuration not stated) | 10% | -36%[inhibitor] | 7% | -9% | -3% | -23% | 13% | 10%
O=C(C1CC1)N1CCN=C1SCc1ccccc1Cl | -6% | -69% | 4% | 6% | 2% | -6% | 1% | -16%
CCc1nc2ccccc2c(C(=O)OCCN2C(=O)c3ccccc3C2=O)c1C | 23% | -11%[57.5 µM] | 17% | u | -17% | u | 11% | -5%
CC1(C(=O)NS(=O)(=O)C2CC2)CCCN(C(=O)c2ccco2)C1 (configuration not stated) | -4% | -2% | 10% | -6% | 0% | -1% | 14% | -17%
O=C(Cn1ccc2ccccc2c1=O)N1CCN(Cc2ccc3c(c2)OCO3)CC1 | -3% | -4%[57.5 µM] | -5% | -1% | 4% | 1% | -1% | 18%
COc1cccc(NC(=O)C2CCCN(S(=O)(=O)c3ccc(-n4cnnn4)cc3)C2)c1 (configuration not stated) | 5% | i | 4% | 0% | 9% | 8% | -1% | -6%
O=C(c1cccc(F)c1)N(Cc1nc2ccccc2c(=O)[nH]1)C1CCCC1 | -6% | i | -9% | 21% | 16% | -6% | -2% | -7%
Cn1c(=O)[nH]c(=O)c2c1nc(NCCc1ccccc1)n2CC(O)COc1ccccc1 (configuration not stated) | -4% | i | 3% | -11% | -5% | 14% | -5% | 17%
NC(=O)N1CCc2ccccc21 | 6% | 12% | -6% | -3% | 14% | -1% | 1% | 14%
CCCC1N2CC3([N+](=O)[O-])CN1CC([N+](=O)[O-])(C2)C3(C)C (configuration not stated) | 0% | u | -26% | -1% | -1% | -11% | 10% | 7%
COc1ccccc1N1CCN(c2ccc(S(=O)(=O)N3CCN(C)CC3)cn2)CC1 | -5% | i | -26% | -4% | -13% | -18% | 1% | 7%
CCc1cccc(NC(=O)Cn2ncn3c(cc4ccccc43)c2=O)c1 | 1% | -27%[57.5 µM] | 3% | -9% | 0% | 2% | 7% | 17%
Cc1ccc(CN2CCN(Cc3ccc4cccc(F)c4n3)CC2CCO)cc1 (configuration not stated) | -9% | -47%[inhibitor] | -16% | 0% | 2% | -10% | 7% | -19%
C=CCNCCCCOc1ccc(OCC)cc1 | -7% | -29% | -5% | 2% | 6% | 5% | -2% | 4%
CCOC(=O)[C@@H]1[C@H]2COc3ccc(Br)cc3[C@@H]2N2C(=O)N(c3ccccc3)C(=O)[C@]12C | 3% | -27% | 3% | 22% | -8% | -5% | 11% | u
CCc1ccc(OCCNC(=O)c2ccc(S(=O)(=O)N(C)C)cc2)cc1 | -7% | i | -14% | 1% | 11% | 17% | -4% | 20%
CCOC(=O)c1c(N)nn(C(=O)C(C)C)c1-c1ccc(OC)cc1 | 4% | i | u | -2% | 2% | -3% | 19% | 46%
O=C(Nc1cnn(Cc2ccc(F)cc2)c1)c1cnn2c(C(F)F)cc(-c3ccccc3)nc12 | 3% | -2% | -2% | 0%&-1% | 0% | -6% | 10% | 5%
Cc1onc(-c2ccccc2Cl)c1C(=O)Nc1cccc2cccnc12 | 10% | -14%[57.5 µM] | u | 1% | 2% | 3% | 9% | 17%
O=C1OC(c2ccccc2)=N/C1=C\C=C\c1ccco1 | -2% | i | -16%[0.397 µM] | 5% | -7% | 4% | 7% | 11%

The list goes on; it opens with the 2 that closed the last part.
SMILES | EPAC1 ag | PTHR1 ag | TDP-43 yeast inh | aSyn rescue | EPAC2 antagonist | EPAC1 antag | EPAC2 ag | FUS yeast rescue
Cc1onc(-c2ccccc2Cl)c1C(=O)Nc1cccc2cccnc12 | 10% | -14%[57.5 µM] | u | 1% | 2% | 3% | 9% | 17%
O=C1OC(c2ccccc2)=N/C1=C\C=C\c1ccco1 | -2% | i | -16%[0.397 µM] | 5% | -7% | 4% | 7% | 11%
COc1cc(CNC2CCCC2)cc(Cl)c1OCc1ccccc1F | -1% | -8% | -10% | 6% | -2% | 13% | -3% | -12%
COc1cccc(/C=C2\SC(=S)N(CCCC(=O)N(CCO)c3ccccc3)C2=O)c1 | 10% | i | 22µM* | u | -7% | -9% | 17% | u
COc1ccc(C(=O)c2ccc(OC)cc2O)c(O)c1 | -1% | i | 14% | 3% | 6% | 10% | -12% | -12%
COc1ccc2[nH]cc(/C=C/c3cc[n+](C)cc3)c2c1 | 0% | -18% | -7% | 2% | 14% | -10% | 4% | -22%
C=CCC[C@@H](Cc1ccc(F)cc1)C(=O)OCCNC(=O)[C@@H](CC=C)CC(=O)N[C@H](CO)Cc1ccccc1 | -23% | -43%[inhibitor] | 24% | 0% | -10% | -25% | -1% | 40%
CC(C)N(Cc1cnn(C)c1)C(=O)C1CCC(=O)N(CCc2cccc(F)c2)C1 (configuration not stated) | 2% | -3% | 6% | -13% | -3% | 8% | 8% | x
O=C1Cc2cc(S(=O)(=O)Nc3ccc(N4CCOCC4)cc3)ccc2N1 | -3% | i | -2% | 2% | -4% | -25% | -2% | 35%
O=C(Nc1nncs1)c1ccccc1NS(=O)(=O)c1cccs1 | 3% | u | -24% | 0% | u | -9% | 0% | 0%
O=S(=O)(c1ccc(SCc2ccc(Cl)cc2)nc1)N1CCCC1 | 2% | -39%[inhibitor] | 20% | 0% | 10% | -2% | 10% | 14%
COc1ccc(-c2nc(CN(Cc3cnn(C)c3)C(C)C)c(C)o2)c(OC)c1 | -8% | -14% | 0% | 1% | -1% | 11% | 0% | -9%
CC1CN(c2snnc2C=C2C(=O)OC(C)(C)OC2=O)CC(C)O1 (configuration not stated) | 8% | i | -13% | -12% | 4% | -5% | -1% | -2%
C=CCn1c(C)nnc1SCC(=O)N1c2ccccc2NC(=O)C1(C)C | 4% | i | 12% | 0% | 22% | 1% | 2% | -14%
CSC1=NCCN1C(=O)c1c(F)cccc1F | 2% | i | 16% | -3% | 1% | 7% | -1% | -2%
CCC(C#CCN1CCOCC1)(CC)OCCC#N | -3% | -11%[57.5 µM] | -15% | -33%[inhibitor] | -2% | 17% | u | u
O=c1c2ccsc2ncn1Cc1cccc(C(F)(F)F)c1 | 1% | i | 17% | 0% | -6% | -5% | 1% | -11%
CCn1c(SCC(=O)Nc2cc(C)on2)nnc1-c1ccccc1 | -3% | -13%[57.5 µM] | -13% | 6% | 0% | -16% | 13% | 15%
Cc1cc(/C=N/NC(=O)c2cccc([N+](=O)[O-])c2)c(C)n1-c1ccc(Cl)cc1Cl | 1% | i | 7% | 0% | -5% | -8% | 3% | u
CC(C)c1ccc(S(=O)(=O)N2CCN(C(=O)CCNS(=O)(=O)c3ccccc3F)CC2)cc1 | 13% | -23% | -7% | 3% | -4% | 3% | -6% | 23%
CCc1ccc(S(=O)(=O)Nc2ccc(Cl)cn2)cc1 | -2% | -39% | 25% | -4% | -2% | -10% | 7% | -18%
C=CC[C@H](CC(=O)N(CCO)Cc1ccccc1)C(=O)N[C@@H](COC(=O)[C@@H](CC=C)CC(=O)OC(C)(C)C)Cc1c[nH]c2ccccc12 | -33%[inhibitor] | i | 27% | 0% | -19% | -20% | -5% | u

Structural class, those above containing a thiophene ring, fused or not (two)
SMILES | EPAC1 ag | PTHR1 ag | TDP-43 yeast inh | aSyn rescue | EPAC2 antagonist | EPAC1 antag | EPAC2 ag | FUS yeast rescue
O=C(Nc1nncs1)c1ccccc1NS(=O)(=O)c1cccs1 | 3% | u | -24% | 0% | u | -9% | 0% | 0%
O=c1c2ccsc2ncn1Cc1cccc(C(F)(F)F)c1 | 1% | i | 17% | 0% | -6% | -5% | 1% | -11%

The listing continues:
SMILES | EPAC1 ag | PTHR1 ag | TDP-43 yeast inh | aSyn rescue | EPAC2 antagonist | EPAC1 antag | EPAC2 ag | FUS yeast rescue
Cc1cccc(C)c1OCC(=O)Nn1c(=O)[nH]c2ccccc2c1=O | 3% | i | -8% | 3% | -1% | 9% | 1% | -1%
Cc1c(C)c2ccc(O[C@@H]3O[C@H](CO)[C@@H](O)[C@H](O)[C@H]3O)c(C)c2oc1=O | -3% | -16% | -19% | -4% | 18% | -12% | 5% | 9%
CC(C)c1ccc(NC2CCCN(C(=O)c3ccoc3)C2)cc1 (configuration not stated) | -6% | -47%[inhibitor] | 26% | 0% | -14% | -18% | -5% | -22%
O=C(OCC(=O)N1CCc2ccccc21)c1cccnc1Cl | 3% | -21%[57.5 µM] | -11% | 3% | 1% | 16% | 5% | 23%
CC(C)(C)NC(=O)C(c1ccsc1)N(CCc1ccccc1)C(=O)Cn1nnc2ccccc21 (configuration not stated) | 12% | -16%[57.5 µM] | -5% | 0% | 3% | 2% | 1% | -15%
CCC(=O)NCCc1nc2ccccc2n1Cc1ccc(C)cc1 | -2% | -9% | 9% | 9% | 6% | 3% | 0% | 10%
CCOC(=O)C1=C(C)OC(N)=C(C#N)C1c1cc(OC)c2c(c1)OCO2 (configuration not stated) | 3% | i | -4% | 0% | -16% | -10% | 1% | 5%
O=C(COC(=O)CCS(=O)(=O)c1ccc(Cl)cc1)NCCc1ccc(Cl)cc1Cl | 5% | -6% | -5% | 1% | -2% | -8% | 1% | x
Cc1ccc(NC(=O)c2cccs2)cc1[N+](=O)[O-] | 10% | -6% | 0% | -6% | -1% | 5% | -1% | 9%
COc1ccccc1CNc1ccccc1F | -4% | i | 16% | 5% | u | 5% | 6% | -11%
Cc1c(C(=O)NCc2ccc(C(F)(F)F)cc2)sc(=O)n1Cc1cccc(F)c1 | -14% | i | 23% | 6% | -10% | -18% | 0% | 25%
CCC(=O)NC(Cc1ccccc1)c1nc2ccccc2[nH]1 (configuration not stated) | 12% | -3% | 7% | 1% | 9% | 6% | 13% | -1%
CCN(c1ccccc1)S(=O)(=O)c1csc(C(N)=O)c1 | 7% | i | -3% | -1% | 4% | -12% | 0% | -8%
O=C(Nc1cccc(NC(=O)c2cccc(F)c2)c1)c1ccccc1 | 6% | -11% | -1% | 2% | 6% | 3% | 0% | -10%
FC(F)(F)c1ccccc1Cc1c(-c2ccccc2)nc2ccc(Cl)cn12 | 8% | i | 25% | 2% | -29% | -9% | -2% | 29%
CC(C)(C)n1nc2c(c1NC(=O)c1ccc(Br)o1)CS(=O)C2 (configuration not stated) | -9% | -4% | 15% | -5% | 7% | 12% | -3% | 8%
CCOC(=O)[C@]12CCC=C1N(Cc1ccco1)C(=O)[C@H](CC(=O)NCc1ccccc1)C2 | 0% | -22% | 0% | 5% | 4% | -22% | 8% | 23%
Cc1[nH]c(=O)[nH]c(=O)c1/C=N/NC(=O)[C@@H](NC(=O)OC(C)(C)C)C(C)C | -12% | i | -3% | 9% | -4% | -7% | -83%[15.6 µM] | 13%
